# UDG counter: Primary qHTS assay for inhibitors of Activation Induced Cytidine Deaminase (AID): UDG Counterscreen signal; Uracil-DNA glycosylase; FRET deamination/UDG coupled assay, UDG read, 4 h; Potency, µM (highest dose often 115 µM), for the others: top-dose activity change, negative = inhibition, most hits filed as inhibitors; 0.14% of 91,000 active; AID 1347430, 2020; note: nearly all actives have a fitted effect of over 65% in size
# AID inhibitor: Primary qHTS assay for inhibitors of Activation Induced Cytidine Deaminase (AID): AID signal; Single-stranded DNA cytosine deaminase (Homo sapiens), Q9GZX7; AID deamination FRET fluorescence, UDG-coupled, 4 h; Potency, µM (series often up to 115 µM), inactives show top-dose activity change, negative = inhibition, most hits filed as inhibitors; 0.32% of 91,000 active; note: nearly all actives have a fitted effect of over 25% in size
# Target sequence (Q9GZX7 whole entry, looked up): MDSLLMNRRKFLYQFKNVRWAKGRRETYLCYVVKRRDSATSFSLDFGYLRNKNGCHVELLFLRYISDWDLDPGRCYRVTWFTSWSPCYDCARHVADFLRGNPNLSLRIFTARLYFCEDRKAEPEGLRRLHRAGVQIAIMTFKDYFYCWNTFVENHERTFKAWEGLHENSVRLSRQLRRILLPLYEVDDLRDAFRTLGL
# An asterisk follows results filed as active; ? = inconclusive; & = joins results of further samples; [ ] = dose if it differs, or a comment. Calls come from the whole dose curve; as a rule, active = well fitted curve in the direction sought with a large enough effect; inconclusive = small, poorly fitted or top-dose-only effect, or another doubt; inactive = no such curve, though single readings can be large; an effect the other way counts as inactive or inconclusive. % is set by controls: 0 for no effect and ±100 for the full control effect; potency is the fitted concentration of half-maximal effect. Only part of the results is shown (hit frequency here may not be typical).
cpd	Molecule	UDG counter	AID inhibitor
1	CC(=O)CC(C)(C)S(=O)(=O)c1ccc(Cc2ccc(S(=O)(=O)C(C)(C)CC(C)=O)cc2)cc1	-5%	-3%
2	Cc1ccc(F)cc1NC(=O)CCCSc1nc2ccccc2s1	-6%	-6%
3	Cc1ccccc1-c1nc(C#N)c(NCc2ccccc2Cl)o1	-4%	-2%
4	Cn1c(=O)c2c(nc(NCc3ccc4c(c3)OCO4)n2Cc2c(Cl)cccc2Cl)n(C)c1=O	-2%	-9%
5	O=C(Nc1ccc2oc(-c3cccnc3)nc2c1)c1cc([N+](=O)[O-])ccc1Cl	5%	56%[activator]
6	CSc1ccccc1C(=O)NC(C)c1ccc(Br)cc1 (stereo not drawn)	7%	-2%
7	COc1ccc(OC)c(C(=O)Oc2cc(Cl)ccc2Cl)c1	-10%	-7%
8	CN(C)CCCn1c(-c2ccc(Cl)cc2)csc1=Nc1ccccc1	6%	-23%
9	COCCNC(=O)c1ccc2c(c1)N=C(C)c1cc(C)ccc1S2	-7%	-18%
10	CCOC(=O)c1ccc(N2CCN(c3cc(C)ccc3C)CC2)c(NC(=O)Nc2ccccc2)c1	-11%[57.5 µM]	-14%
11	CCCC(=O)NCC1(N(C)C)CCCCC1	-7%	-6%
12	COc1ccc(NC(=O)c2c(C)oc3ccc(O)c(CN4CCCC4)c23)cc1Cl	2%	10%
13	C=CC[N+]1(CC2C(C)C=C(C)CC2C)CCCCC1 (stereo not drawn)	-6%	4%
14	O=C(OCC1(COC(=O)c2ccccc2)CCC(COC(=O)c2ccccc2)(COC(=O)c2ccccc2)C1=O)c1ccccc1	-8%	-2%
15	CC1CCCCN1CCCNC(=O)Cn1ncc2c([nH]c3ccccc32)c1=O (stereo not drawn)	-11%[57.5 µM]	84%[activator]
16	CC(C)CCNC(=O)Cn1c(-c2cccs2)cc2cc(F)ccc21	4%	1%
17	CC(NC(=O)c1ccc2ccccc2n1)c1ccc(Cl)cc1 (stereo not drawn)	3%	-8%
18	CN(Cc1ccc(F)cc1)C(=O)NC1CCCC(C(F)(F)F)C1 (stereo not drawn)	-6%	-5%
19	CCOc1ccc(N(Cc2cc3cc(C)ccc3[nH]c2=O)S(C)(=O)=O)cc1	-5%	1%
20	COc1ccc(S(=O)(=O)NCC2CCC(C(=O)N[C@@H](C)C(=O)NCc3ccco3)CC2)cc1 (stereo partly drawn)	0%	-8%
21	O=C(Nc1ccc2nc(SCc3cccc4ccccc34)sc2c1)c1ccc(Cl)cc1	6%	5%
22	O=C(NC(c1ccccc1)c1ccccc1)c1cccs1	-6%	13%
23	N#Cc1ncn(CCC(=O)Nc2ccc(Cl)cc2F)n1	-5%	-1%
24	CCCOc1ccc(NC(=O)C(=O)c2c(C)[nH]c3ccccc23)cc1	-1%	4%
25	Cc1cc(C)n(-c2nc3ccccc3nc2Nc2ccccc2Cl)n1	3%	4%
26	CN(C)c1ccc(C(CNC(=O)c2ccccc2Cl)N2CCCC2)cc1 (stereo not drawn)	11%	-16%
27	CCOC(=O)c1ccccc1NC(=O)Nc1nnc(N(C)C2CCCCC2)s1	5%	-1%
28	COc1ccc(-c2nc(-c3ccc(C)cc3C)cs2)cc1OC	-6%	-19%
29	CCOC(=O)C(NC(=O)/C=C/c1ccc2cc(OC)ccc2c1)C(=O)OCC	5%	8%
30	Cc1ccc(-c2cc(C(=O)N3CCOCC3)c3ccccc3n2)c(C)c1	3%	-4%

# A different layout for some results above.
[28] COc1ccc(-c2nc(-c3ccc(C)cc3C)cs2)cc1OC
[29] CCOC(=O)C(NC(=O)/C=C/c1ccc2cc(OC)ccc2c1)C(=O)OCC

assay / entry	28	29
UDG counter	-6%	5%
AID inhibitor	-19%	8%

# The list goes on.
cpd	Molecule	UDG counter	AID inhibitor
31	CC(C)N(C)CC#CC(O)(c1ccccc1)C1CCCC1 (stereo not drawn)	-13%	-17%
32	COC(=O)c1ccc(NC(=O)CC2C(=O)N(c3ccc(F)cc3)C(=O)N2Cc2ccc(OC)cc2)cc1 (stereo not drawn)	2%[57.5 µM]	15%
33	COc1cccc(CNC(=O)c2cnc3c(-c4ccc(F)cc4)c(C)nn3c2C)c1	27%	5%
34	CCCCN(C)CCNC(=O)c1cc(-c2cccnc2)nc2ccc(S(=O)(=O)N3CCC(C)CC3)cc12	-3%[57.5 µM]	-17%
35	Cc1cc(C)c2ccc3nc(C)c(C)c3c2[nH]1	-4%	-4%
36	CCOc1ccc(CNC(=O)C2=Cc3cccc(OC)c3OC2)cc1	-1%	-16%
37	Cc1cc(C)nc(NS(=O)(=O)c2ccc(NC(=O)COc3ccc(C(C)(C)C)cc3)cc2)n1	-10%	-16%
38	Cc1ccc(/C=C/C(=O)c2cc(Cl)ccc2O)cc1	4%	-3%
39	COc1cc(OC)cc(C(=O)N2CCC(C(=O)c3ccc4c(c3)OCCO4)CC2)c1	-7%	-5%
40	C=CCNC(=O)c1cccc(C(=O)OC)c1	0%	-4%

# One compound at a time, as listed above:
# Cc1cc(C)nc(NS(=O)(=O)c2ccc(NC(=O)COc3ccc(C(C)(C)C)cc3)cc2)n1 in the list: UDG counter = -10%; AID inhibitor = -16%
# CCCCN(C)CCNC(=O)c1cc(-c2cccnc2)nc2ccc(S(=O)(=O)N3CCC(C)CC3)cc12 in the list: UDG counter = -3%[57.5 µM]; AID inhibitor = -17%
# COc1cc(OC)cc(C(=O)N2CCC(C(=O)c3ccc4c(c3)OCCO4)CC2)c1 in the list: UDG counter = -7%; AID inhibitor = -5%

# (further entries)
cpd	Molecule	UDG counter	AID inhibitor
41	COC(=O)c1nc(NC(=O)c2ccc(Cl)cc2Cl)n[nH]1	21%	-18%
42	O=[N+]([O-])c1cccc(N/N=C/c2ccc(Br)cc2)c1	-16%	-17%
43	CCOC(=O)C1CCN(c2ncnc3c2c(-c2ccccc2)cn3-c2cccc(C)c2)CC1	1%[57.5 µM]	?
44	O=C(CSc1nc(-c2ccccc2)cc(C(F)(F)F)n1)NC1CCCCC1	7%	-4%
45	COc1cccc(Cn2c(=O)n(-c3ccc(Br)cc3F)c(=O)c3sc4ccccc4c32)c1	-8%	-40%
46	COc1ccc(CNC(=O)CCc2c(C)c3cc4c(C)c(C)oc4cc3oc2=O)cc1OC	-5%	?
47	COc1ccccc1CNS(=O)(=O)c1cc(C(=O)Nc2cccc(C(F)(F)F)c2)ccc1F	-7%	7%
48	CCN(CC)S(=O)(=O)c1ccc2c(c1)N(CC(=O)N1CCN(c3ccccc3F)CC1)C(=O)CO2	9%	22%
49	Cc1ccc(NC(=O)CCN2C(=O)c3ccccc3S2(=O)=O)cc1C	-1%	-7%
50	CC[C@@H](C)[C@@H](NC(C)=O)C(=O)O	1%	0%
51	O=C(CNc1ccc(Br)cc1)N(C1CCCCC1)C1CCS(=O)(=O)C1 (stereo not drawn)	-3%	1%
52	S=C(NCc1ccc(Cl)cc1)NC1CCCC1	3%	-2%
53	CCC(=O)Nc1ccc(C)cc1-c1nnc(SCC(=O)Nc2cc(Cl)ccc2Cl)[nH]c1=O	9%	-7%
54	CCCCNC(N)=S	8%	2%
55	CC1CCCCC1NC1c2ccccc2-c2ccccc21 (stereo not drawn)	-16%	-10%
56	CCc1ccc(-c2nn(CC(=O)NCc3ccccc3)c3c2cnc2ccc(F)cc23)cc1	-1%	115%[activator]
57	O=C(C1COc2ccccc2O1)N(Cc1cccnc1)c1nc2c(F)cccc2s1 (stereo not drawn)	4%&-24%	-1%&3%
58	Cc1ccc2c(c1)N(C(=O)N1CCC(C(=O)NCCc3ccc(Cl)cc3)CC1)CC(C)O2 (stereo not drawn)	0%	?
59	O=C(O)CCCNS(=O)(=O)c1cccc(Cl)c1	1%	3%
60	O=C(CSc1ncnc2ccccc12)Nc1ccc(Cl)cc1Cl	-1%	-10%
61	CCOC(=O)c1ccc(N2C(=O)c3n[nH]c(-c4cccs4)c3C2c2ccc(O)c(OC)c2)cc1 (stereo not drawn)	-13%	-22%
62	CCOc1ccc(CNC(=O)c2ccc3c(Cl)c4c(nc3c2)CCCC4)cc1	-7%	-1%
63	CCCOC(=O)c1ccc(Oc2coc3cc(OCC=C(C)C)ccc3c2=O)cc1	-1%	-2%
64	COc1ccc(C2C=C(c3ccc(Br)cc3)Nc3ncnn32)cc1 (stereo not drawn)	-6%	-3%
65	CCNCc1ccc(OCCO)c(OC)c1	7%	1%
66	COc1cccc(NC(=O)CSc2nc3c([nH]c4ccccc43)c(=O)n2-c2cc(C)cc(C)c2)c1	-2%	21%
67	CCn1nnc2cc(C(=O)OCc3cc(=O)oc4cc(O)ccc34)ccc21	6%	-12%
68	CCOc1cc(/C=N/O)c(Br)cc1OCC(N)=O	6%	9%
69	O=C(CCc1ncc(-c2ccccc2)o1)NCCSCc1ccccc1	-7%	-2%
70	Cc1sc2ncn(CC(=O)Nc3cccc(C(F)(F)F)c3)c(=O)c2c1S(=O)(=O)N1CCN(C)CC1	-8%	10%

# Arranged by the number under AID inhibitor (descending): 4 from the list above
nr	mol	AID inhibitor
65	CCNCc1ccc(OCCO)c(OC)c1	1%
62	CCOc1ccc(CNC(=O)c2ccc3c(Cl)c4c(nc3c2)CCCC4)cc1	-1%
64	COc1ccc(C2C=C(c3ccc(Br)cc3)Nc3ncnn32)cc1 (stereo not drawn)	-3%
67	CCn1nnc2cc(C(=O)OCc3cc(=O)oc4cc(O)ccc34)ccc21	-12%

# Two records picked at random from those above:
cpd	Molecule	UDG counter	AID inhibitor
61	CCOC(=O)c1ccc(N2C(=O)c3n[nH]c(-c4cccs4)c3C2c2ccc(O)c(OC)c2)cc1 (stereo not drawn)	-13%	-22%
69	O=C(CCc1ncc(-c2ccccc2)o1)NCCSCc1ccccc1	-7%	-2%

# New compounds follow
cpd	Molecule	UDG counter	AID inhibitor
71	CCOC(=O)N1CCc2c(sc3c2c(=O)n(-c2ccc(F)cc2)c(=O)n3CC(=O)c2ccccc2)C1	-2%[57.5 µM]	37%[activator]
72	Cc1ccc(C(=O)c2oc3ccccc3c2NC(=O)Cc2coc3ccc(C)cc23)cc1	18%	22%
73	Cc1ccc(C(=O)NC(c2cccs2)C(C)C)cc1C (stereo not drawn)	8%	-3%
74	CCOc1ccc(C2CCCN2S(=O)(=O)c2cc(F)cc(F)c2)cc1 (stereo not drawn)	-5%	-13%
75	O=C(O)c1ccc(CNCc2ccccc2Cl)s1	-19%	-17%
76	COc1ccc(Oc2coc3cc(OC(=O)c4cccc(OC)c4)ccc3c2=O)cc1	1%	-6%
77	Cc1ccc(C(=O)OCC(=O)c2cc(C)n(Cc3ccccc3)c2C)o1	-3%	-1%
78	COc1ccc(C(=O)Nc2ccc3oc(-c4ccccc4C)nc3c2)cc1OC	-8%	-8%
79	Cc1nc2ccc(C(=O)NCCCN3CCOCC3)cc2nc1C	4%	38%[activator]
80	COc1ccc(C(CNC(=O)c2n[nH]c(=O)c3ccccc23)N2CCCCC2)cc1 (stereo not drawn)	8%	-3%
81	CCCCCc1ccc(C(=O)C(C)C)cc1	4%	-2%
82	COc1ccc(C2=C(C)C(=O)N(Cc3ccc(C(=O)Nc4ccc(F)cc4C)cc3)S2(=O)=O)cc1	0%	-11%
83	O=C(Nc1ccc(C(=O)OCc2cc(=O)n3nc(C4CC4)sc3n2)cc1)c1cccc(Cl)c1	-9%	41%[activator]
84	CCOc1ccc(-c2nc(SC(C(C)=O)C(=O)N(C)C)c3c(=O)n(C)c(=O)n(C)c3n2)cc1 (stereo not drawn)	3%	-7%
85	Cc1ccc2cccc(NC(=O)COc3ccccc3[N+](=O)[O-])c2n1	-8%	54%[activator]
86	Cc1ccccc1C(=O)OCc1cc(=O)n2nc(C3CC3)sc2n1	?	28%
87	Fc1cccc(CSc2c[nH]c3ccccc23)c1	-13%	33%[activator]
88	CC(C)CC(NC(=O)NC(C)c1ccccc1)C(=O)O (stereo not drawn)	6%	3%
89	CC1(C)CC(=O)C2=C(C1)NC1=C(C(=O)CC(C)(C)C1)C2c1ccc(C#N)cc1	-1%	-4%
90	CCC(=O)N1CCc2cc(Br)cc(S(=O)(=O)N3CCCC(C(=O)NCc4ccc(OC)cc4)C3)c21 (stereo not drawn)	-3%	7%
91	Cc1ccc(C)c(CN2C(=O)c3ccccc3S(=O)(=O)c3ccc(C(=O)NCCCN4CCCC(C)C4)cc32)c1 (stereo not drawn)	-11%	?
92	Cc1[nH]c2ccccc2c1C(=O)/C(C#N)=C\c1cccc(Br)c1	6%	-13%
93	Cc1nnc(NC(=O)C(Oc2ccccc2)c2ccccc2)s1 (stereo not drawn)	1%	6%
94	CCCCC(CC)C(=O)Nc1ccccc1Br (stereo not drawn)	-1%	-1%
95	O=C(Cc1ccc2ccccc2c1)Nc1cccc2cccnc12	-8%	13%
96	COc1ccc(C(=O)COC(=O)CCC(=O)c2ccc3c(c2)OCCO3)cc1	-6%	16%
97	COc1cc(Cl)c(NS(=O)(=O)c2cc(-c3cc(C)no3)ccc2OC)c(OC)c1	4%	-1%
98	CCC(C)NC(=O)C12CC3CC(CC(Cl)(C3)C1)C2 (stereo not drawn)	-2%	-5%
99	CCCCC(CC)CNC(=O)C1CCC(CNS(=O)(=O)c2cccc3nsnc23)CC1 (stereo not drawn)	9%[57.5 µM]	4%[57.5 µM]
100	O=C(CSc1cn(CCNC(=O)c2c(F)cccc2F)c2ccccc12)Nc1ccccc1F	8%	12%
101	CC(Cl)C(=O)NC(=O)NCc1ccccc1 (stereo not drawn)	0%	1%
102	COc1cc(O)ccc1C1CC(=O)Nc2c1c(=O)nc(SCc1ccccc1C)n2C (stereo not drawn)	-6%	-17%
103	COc1ccc(Br)cc1/C=C/C(=O)O	3%	-3%
104	COCc1cc(C)nc2sc(C(=O)Nc3cc(C)ccc3F)c(N)c12	-1%	2%

# Source: PubChem BioAssay (National Center for Advancing Translational Sciences (NCATS))
